Screening results from PubChem BioAssay.
hIAP inh = human IAP inhibitors, primary screen, biochemical, luminescence, uHTS. inhibition, % at 10 µM. 330,000 tested, 0.12% active. purified IAP, CDP-Star luminescence, 30 min. Intestinal-type alkaline phosphatase (Homo sapiens), P09923;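 active = inhibition reaching a set limit with compound at 10 µM in the primary screen, cut at about 35% in these data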;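 note: plate controls were DMSO wells with enzyme for no effect and no-enzyme buffer wells for full effect; values of inactives mirror those of a sister screen read the other way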
MIN6 prolif = inducers of MIN6 beta-cell proliferation, primary screen, ATP luminescence, uHTS. MIN6 cells proliferation, ATPlite luminescence, 48 h; cells starved in 0.2% serum; 100% = growth in 10% serum. proliferation, % at 10 µM. 330,000 tested, 0.29% active. AID 2380, 2010;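 active = compounds whose signal lies at least 3.5 SD above the mean of all wells on their plate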;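 note: 0% = DMSO-treated cells in low-serum medium and 100% = 10% serum control; some compounds called inactive have numbers as strong as hits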
MPTP inh = mitochondrial permeability transition pore inhibitors, primary screen, biochemical, isolated mouse mitochondria, absorbance; Ca2+ swelling absorbance, 30 min; inhibition, % at 10 µM; 360,000 tested, 1.4% active; AID 602449, 2012;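 active = inhibition of 50% or more, scaled per plate between neutral and stimulator controls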;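 note: 0% = DMSO wells given calcium and 100% = 1 mM EGTA wells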
ATG4B inh = ATG4B protease inhibitors, primary screen, biochemical, fluorescence, uHTS; ATG4B cleavage of LC3-PLA2, NBD-HPC fluorescence, 1 h; inhibition, % at 8.33 µM; 340,000 tested, 0.51% active; Cysteine protease ATG4B (Homo sapiens), Q9Y4P1; in the data active = inhibition above about 40%
Target sequence (Q9Y4P1 whole entry, looked up): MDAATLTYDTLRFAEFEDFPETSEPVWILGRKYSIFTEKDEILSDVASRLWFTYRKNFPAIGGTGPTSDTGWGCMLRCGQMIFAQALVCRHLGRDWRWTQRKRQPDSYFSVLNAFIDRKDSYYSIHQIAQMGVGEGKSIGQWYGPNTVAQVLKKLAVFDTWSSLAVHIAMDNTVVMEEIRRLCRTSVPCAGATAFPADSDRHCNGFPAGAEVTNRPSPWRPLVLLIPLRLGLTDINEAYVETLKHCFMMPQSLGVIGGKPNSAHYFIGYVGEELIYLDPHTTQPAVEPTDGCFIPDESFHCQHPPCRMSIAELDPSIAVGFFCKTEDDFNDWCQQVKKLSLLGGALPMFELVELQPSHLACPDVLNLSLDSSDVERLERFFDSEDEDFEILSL
mIAP activ = activators of mouse IAP, primary screen, biochemical, luminescence, uHTS; intestinal alkaline phosphatase [Mus musculus]; muIAP, CDP-Star luminescence, 30 min; stronger effect = higher value; 1 = vehicle-only enzyme signal, 0 = enzyme-free wells; activation factor at 10 µM; 330,000 tested, 0.24% active;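 active = activation factor of at least 2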; note: the source names both 10 and 20 µM as test concentration; values of inactives mirror those of a sister screen read the other way
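System: mouse IAP enzyme. Reagent: CDP-Star chemiluminescent phosphatase substrate. Benchmarks: DMSO wells, no-enzyme wells. Times: 30 min enzyme-substrate-compound incubation at room temperature. Detection: luminescence from enzymatic CDP-Star hydrolysis. Doses: test compounds delivered from DMSO solution.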
hIAP act = human IAP activators, primary screen, biochemical, luminescence, uHTS | 330,000 tested, 0.16% active | purified human IAP, CDP-Star luminescence, 30 min; stronger effect = higher value; 1 = vehicle-only enzyme, 0 = enzyme-free background | activation factor at 10 µM | Intestinal-type alkaline phosphatase (Homo sapiens), P09923;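 active = activation factor of the enzyme at least 2-fold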; note: the source names both 10 and 20 µM as test concentration; values of inactives mirror those of a sister screen read the other way
mIAP inh = inhibitors of mouse IAP, primary screen, biochemical, luminescence, uHTS; intestinal alkaline phosphatase [Mus musculus]; AID 2806, 2010; 330,000 tested, 0.2% active; purified mouse IAP, CDP-Star luminescence, 30 min; inhibition, % at 10 µM;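 active = inhibition of at least 40% at 10 µM in the primary screen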;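 note: plate controls were DMSO with enzyme for no effect and no enzyme wells for full effect; values of inactives mirror those of a sister screen read the other way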
APOBEC3G inh = APOBEC3G DNA deaminase inhibitors, primary screen, biochemical, fluorescence, single-stranded DNA substrate, uHTS | DNA dC->dU-editing enzyme APOBEC-3G (Homo sapiens), Q9HC16 | recombinant A3G, ssDNA deamination FAM/TAMRA fluorescence | inhibition, % at 20 µM | 330,000 tested, 0.28% active | AID 493012, 2011;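 active = inhibition of at least 40% at 20 µM, with no more than 30% in the related APOBEC3A deaminase screen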;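 note: plate controls were DMSO wells with A3G for no effect and wells lacking A3G enzyme for full effect; some compounds called inactive have numbers as strong as hits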
Target sequence (Q9HC16 whole entry, looked up): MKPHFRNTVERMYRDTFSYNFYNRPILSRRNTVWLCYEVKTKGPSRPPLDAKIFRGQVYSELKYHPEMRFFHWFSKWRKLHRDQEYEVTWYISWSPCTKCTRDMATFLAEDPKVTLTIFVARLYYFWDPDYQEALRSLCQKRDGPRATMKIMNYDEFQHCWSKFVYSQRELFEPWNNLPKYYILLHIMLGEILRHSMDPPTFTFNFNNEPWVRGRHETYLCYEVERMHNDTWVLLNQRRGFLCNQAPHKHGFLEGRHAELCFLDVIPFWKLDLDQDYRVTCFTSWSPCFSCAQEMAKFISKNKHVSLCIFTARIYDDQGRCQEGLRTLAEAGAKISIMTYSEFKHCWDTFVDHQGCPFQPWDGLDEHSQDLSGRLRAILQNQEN
A3A deaminase = APOBEC3A ssDNA deaminase inhibitors, primary screen, selectivity assay for APOBEC3G inhibitor project, biochemical, FAM/TAMRA oligo cleavage fluorescence; recombinant A3A, FAM/TAMRA ssDNA deamination fluorescence; AID 493011, 2011; inhibition, % at 20 µM; 330,000 tested, 0.41% active;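 active = at least 40% inhibition at 20 µM here, with at most 30% in a related deaminase screen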;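 note: plate controls were A3A with DMSO for no effect and wells lacking A3A enzyme for full effect; some results filed as inactive read as strong as hits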
Target sequence (P31941 whole entry, looked up): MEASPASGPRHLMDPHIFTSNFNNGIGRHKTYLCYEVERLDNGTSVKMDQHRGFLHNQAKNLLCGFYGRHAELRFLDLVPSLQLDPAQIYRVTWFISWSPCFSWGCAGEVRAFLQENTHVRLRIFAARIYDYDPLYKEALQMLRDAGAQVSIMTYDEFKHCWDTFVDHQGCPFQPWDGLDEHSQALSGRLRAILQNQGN
* = called active by the depositor.

SMILES	hIAP inh	MIN6 prolif	MPTP inh	ATG4B inh	mIAP activ	hIAP act	mIAP inh	APOBEC3G inh	A3A deaminase
Cc1ccc(N2C(=O)SC(Cc3ccccc3)C2=O)cc1 (configuration not stated)	15	-3	2.5	-1	1	0.85	-2	20	0
O=C(N/N=C/c1ccc(N2CCOCC2)cc1)C1COc2ccccc2O1 (configuration not stated)	2	-2	0.4	0	0.93	0.98	7	-4	4
CCOC(=O)N1CCN(C(=O)c2cc(-n3cnnc3)ccc2Cl)CC1	-15	-3	0.5	8	1.1	1.1	-12	-5	-4
O=C(O)c1cccnc1SCc1cn2cc(Br)ccc2n1	0	-2	0.3	1	1	1	-3	-1	-1
CNC(=O)c1cc(Nc2nnc(-c3ccc(O)cc3)c3ccccc23)ccc1OC	2	2	-1.6	-8	1	0.98	-1	-8	-6
CCn1c(Cc2ccccc2)nnc1SCc1cccc(C(=O)O)c1	-1	0	-2.3	-2	1	1	0	-4	1
CN1CCN(CC(=O)Nc2ccccc2Oc2ccccc2)CC1	20	3	-0.9	-1	0.89	0.8	11	-10	-2
Cn1c(C(=O)Nc2ccc3c(c2)OCO3)cc2c(=O)n(C)c3ccccc3c21	-6	6	-0.3	-1	1	1.1	-1	-4	0
O=C(COC(=O)COc1ccccc1)NCCC1=CCCCC1	3	-4	-0.2	-1	1	0.97	-2	-2	-2
Cc1csc(=Nc2cccnc2)n1Cc1ccco1	7	0	-1.2	-10	1.1	0.93	-10	-4	-2
COc1c(/C=N/Nc2ccc([N+](=O)[O-])cc2[N+](=O)[O-])c(C)nn1-c1ccccc1	10	1	10	-4	0.88	0.9	12	1	1
CCN1CCN(C(=O)c2ccc(OC)c(S(=O)(=O)Nc3ccc(C)cc3)c2)CC1	11	1	2.9	3	1.1	0.89	-9	-13	2
O=C(c1ccco1)N1CCN(C(c2cccs2)c2nnnn2C2CCCCC2)CC1 (configuration not stated)	-18	-3	-1.2	-1	1.1	1.2	-6	3	4
COC(=O)c1ccc(COc2ccc(/C=C(\C#N)c3nc4ccccc4[nH]3)cc2OC)o1	-14	-5	-1.6	7	0.95	1.1	5	-1	4
COc1ccc2[nH]c(=O)c(CN(C(=O)c3ccco3)C(C)C)cc2c1	-7	-2	0.5	7	0.93	1.1	7	26	56*
O=c1nc(N2CCCCC2)nc2n1CCO2	-14	0	-0.6	-1	1.1	1.1	-13	-2	-5
CCCc1cc(=O)n2[nH]cc(-c3ccc(Cl)cc3)c2n1	-47	-4	3.4	12	1	1.5	-4	-8	0
CCCNC(=O)c1onc(CSc2ccccn2)c1C(=O)NCCC	-24	-4	-0.3	3	0.99	1.2	1	-12	-3
COc1ccccc1C1NC(=O)NC(C)=C1C(=O)Nc1cccc(C)c1C (configuration not stated)	6	5	-1.2	-6	1.1	0.94	-7	-11	-1
Cc1ccc(CNC(=O)CC2C(=O)Nc3c2c(=O)n(C)c(=O)n3Cc2ccccc2)cc1 (configuration not stated)	6	-1	-2.8	-9	0.84	0.94	16	-3	-1
OCCN(Cc1ccccc1)C(=S)NC1CCCCC1	-4	-2	0.5	-8	1.1	1	-14	-1	0
Cc1csc(CN(C)C(=O)c2cn(Cc3cccc4ccccc34)nn2)n1	4	1	-1.8	22	1	0.96	-1	-8	-1
CC(C)Cc1nc(N2CCN(C(=O)c3ccco3)CC2)c(C#N)c2c1CCCC2	3	-7	-0.9	6	0.96	0.97	4	0	-3
O=C(N/N=C/c1cc(Br)c(Br)o1)c1cc2ccccc2o1	5	0	1.2	-2	0.85	0.95	15	-4	-1
Cc1cc(C)n(CC(=O)NCc2cc(-c3nn(C)c(=O)c4ccccc34)ccc2C)n1	-17	-1	-3.5	-8	1.1	1.2	-7	-5	-4
O=C(O)CN1C(=O)NC2(CCCc3ccccc32)C1=O (configuration not stated)	-2	-2	0.0	4	1.1	1	-7	-2	0
CN1C(=O)CSc2ccc(NC(=O)NCc3ccco3)cc21	0	-2	1.0	6	1.3	1	-26	1	2
Cc1c(-n2cc(C(=O)c3ccccc3O)cc(C#N)c2=O)c(=O)n(-c2ccccc2)n1C	-2	-1	0.1	-6	0.98	1	2	-13	-8
Cc1ccc(NC(=O)c2ccc(NCc3ccc(F)cc3)nc2)cc1	-1	-2	1.7	2	1	1	0	-9	-1
CCn1cc(CN2CCCC(C(=O)c3ccc(-c4ccccc4)c(F)c3)C2)cn1 (configuration not stated)	5	-5	2.9	-1	0.96	0.95	4	-3	0
CCOC(=O)c1[nH]c2cc(OC)c(OC)cc2c1NC(=O)CCN1CCSCC1	-4	-1	2.4	-5	0.97	1	3	-4	1
COC(=O)c1ccc(COc2ccccc2/C=N/NS(=O)(=O)c2ccccc2)cc1	13	-6	0.4	-10	1.1	0.87	-6	-4	-4
Cc1onc(-c2c(Cl)cccc2Cl)c1C(=O)N1CCc2ccccc2C1	-18	-1	-3.0	-5	1.1	1.2	-7	-4	-1
O=C(c1ccccc1)c1c[nH]c2cc3c(cc2c1=O)OCCO3	14	0	-1.3	7	0.96	0.86	4	-6	-4
CC(=O)c1ccc(NC(=O)C2CCCN(S(=O)(=O)c3cccc4nonc34)C2)cc1 (configuration not stated)	-4	0	-0.1	-2	0.96	1	4	-3	0
CCn1c(SCc2ccccc2)nc2c1c(=O)[nH]c(=O)n2C	0	-4	0.7	-7	1	1	-1	-8	-7

Record cards, as listed above. Order of values: hIAP inh | MIN6 prolif | MPTP inh | ATG4B inh | mIAP activ | hIAP act | mIAP inh | APOBEC3G inh | A3A deaminase
Results for `CCOC(=O)c1[nH]c2cc(OC)c(OC)cc2c1NC(=O)CCN1CCSCC1` : -4 | -1 | 2.4 | -5 | 0.97 | 1 | 3 | -4 | 1
Results for `CC(=O)c1ccc(NC(=O)C2CCCN(S(=O)(=O)c3cccc4nonc34)C2)cc1` (configuration not stated) : -4 | 0 | -0.1 | -2 | 0.96 | 1 | 4 | -3 | 0

The results go on:
SMILES	hIAP inh	MIN6 prolif	MPTP inh	ATG4B inh	mIAP activ	hIAP act	mIAP inh	APOBEC3G inh	A3A deaminase
COc1ccc([N+](=O)[O-])cc1NC(=O)CSc1nncn1-c1ccccc1	8	3	1.0	-3	0.94	0.92	6	5	-1
C/C(=N\Nc1nncc2ccccc12)c1ccc(OCC(=O)N(C)C)cc1	3	-1	-0.1	-5	1.1	0.97	-12	3	2
O=C(N1CCOCC1)N1CCN(S(=O)(=O)c2ccc(F)cc2)CC1	-3	1	1.4	4	1	1	0	-3	-7
O=C(Nc1cccn2ncnc12)C(F)(F)F	0	-3	-1.2	1	0.98	1	2	-4	4
Cc1cccc(C)c1NC1=NC(C)(C)N=C(N)N1	12	1	-0.2	0	1	0.88	-2	-5	-2
COc1ccc(S(=O)(=O)N2CCCCCC2)cc1C(=O)N(C)CC(=O)Nc1c(Cl)cccc1Cl	-2	-1	-1.6	3	1	1	-2	-7	-2
CC(C)Cn1c(N)c(C(=O)COC(=O)c2ccncc2)c(=O)n(C)c1=O	-27	0	-1.0	1	1.1	1.3	-12	-6	-5
Nc1ccc(C(=O)N/N=C\C=C\c2ccc([N+](=O)[O-])cc2)cc1	8	-3	0.0	8	1	0.92	-3	-7	1
O=C(C[n+]1cccc(NC(=O)c2ccccc2)c1)c1ccc(NC(=O)c2ccccc2)cc1	13	-2	3.0	-13	0.99	0.87	1	-4	-2
Cc1ccc(NC(=O)CSc2nnc(-c3cccnc3)n2-c2ccc(C)cc2)cc1	9	-2	-1.5	-8	0.92	0.91	8	-5	0
CC(=O)Nc1cccc(C(=O)OCc2ccc(C(=O)Oc3ccc(Cl)cc3)cc2)c1	11	-2	-1.6	15	0.94	0.89	6	-8	-4
O=C(Nc1ccccc1)C1=C[C@@H](c2ccc(Br)cc2)C[C@@H](OCCCCO)O1	-2	-6	2.9	7	0.87	1	13	-1	0

Among those listed so far, six contain an aryl thioether with sulfur outside any ring.
SMILES	hIAP inh	MIN6 prolif	MPTP inh	ATG4B inh	mIAP activ	hIAP act	mIAP inh	APOBEC3G inh	A3A deaminase
O=C(O)c1cccnc1SCc1cn2cc(Br)ccc2n1	0	-2	0.3	1	1	1	-3	-1	-1
CCn1c(Cc2ccccc2)nnc1SCc1cccc(C(=O)O)c1	-1	0	-2.3	-2	1	1	0	-4	1
CCCNC(=O)c1onc(CSc2ccccn2)c1C(=O)NCCC	-24	-4	-0.3	3	0.99	1.2	1	-12	-3
CCn1c(SCc2ccccc2)nc2c1c(=O)[nH]c(=O)n2C	0	-4	0.7	-7	1	1	-1	-8	-7
COc1ccc([N+](=O)[O-])cc1NC(=O)CSc1nncn1-c1ccccc1	8	3	1.0	-3	0.94	0.92	6	5	-1
Cc1ccc(NC(=O)CSc2nnc(-c3cccnc3)n2-c2ccc(C)cc2)cc1	9	-2	-1.5	-8	0.92	0.91	8	-5	0

Following part
SMILES	hIAP inh	MIN6 prolif	MPTP inh	ATG4B inh	mIAP activ	hIAP act	mIAP inh	APOBEC3G inh	A3A deaminase
CCCCCc1ccc(CC(=O)N2CCOCC2)cc1	-8	-2	1.0	-2	1.1	1.1	-12	-1	-2
COc1ccccc1C(=O)OCC(=O)Nc1cccc(S(=O)(=O)N2CCCC2)c1	14	-1	1.3	-12	1	0.86	-5	-12	-3
O=S(=O)(/C=C/c1cccc(Br)c1)N1CCOCC1	0	-2	-0.6	-1	0.87	1	13	-7	-8
CCCCCC(=O)Nc1cccc(C2=NOC3(C2)C[C@@H](C(N)=O)N(C(=O)c2ccc(Cl)cc2)C3)c1 (some centres not stated)	-18	-2	0.3	-10	1	1.2	-1	-3	2
Cc1csc(NC(=O)c2ccc(S(=O)(=O)N3CCN(C)CC3)cc2)n1	0	6	-0.9	-20	1.1	1	-12	-6	0
CC(C)CNC(=O)N1c2ccccc2Sc2ccccc21	-14	-2	-0.8	-6	1.1	1.1	-7	-3	-4
COc1cc(OC)cc(C(=O)NCC(=O)OCC(=O)c2cc(OC)ccc2OC)c1	-4	-3	4.4	-9	0.99	1	1	-3	0
COc1cccc(N2CCN(C(=O)c3cc4c(s3)-c3ccccc3OC4)CC2)c1	24	-3	-0.3	-1	0.99	0.76	1	-7	-4
Cc1ccccc1OC(C)C(=O)Nc1ccc2c(c1)OCO2 (configuration not stated)	5	-4	0.7	-6	1.1	0.95	-13	2	3
CC(=O)Nc1ccc(S(=O)(=O)N(C)C2CCN(C)CC2)cc1	-11	0	-0.2	-7	1	1.1	-3	-9	-3
CC(C)(C)NC(=O)COC(=O)c1ccccc1C(=O)c1ccccc1	7	1	3.5	2	1	0.93	-1	6	3
